# HSF1 activator: increases HSF-1 driven luciferase reporter signal. AID 504408. hit rate 1.7% among 300,000. activation, % at 9 µM. NIH3T3-HGL HSF-1 luciferase reporter, MG132, 8 h; 100% = twice DMSO control signal;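 active = mean replicate activation of at least 50% with a set share of replicates each reaching 50%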;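 also: 0% = median of the neutral control wells and 100% = twice that signal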
# GSK3beta inhib: blocks human GSK3beta kinase activity; activity score (negative = inhibition), % at 10 µM; hit rate 0.038% among 300,000; P49841; GST-GSK3beta kinase, ADP-Glo luminescence, 60 min; stronger effect = lower value; AID 2097;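 active = more than half of replicate wells score below -50%, meaning over 50% inhibition versus plate controls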;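 also: 0% = median DMSO wells and -100% = median GW8510 positive control wells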
# Target sequence (P49841 whole entry, looked up): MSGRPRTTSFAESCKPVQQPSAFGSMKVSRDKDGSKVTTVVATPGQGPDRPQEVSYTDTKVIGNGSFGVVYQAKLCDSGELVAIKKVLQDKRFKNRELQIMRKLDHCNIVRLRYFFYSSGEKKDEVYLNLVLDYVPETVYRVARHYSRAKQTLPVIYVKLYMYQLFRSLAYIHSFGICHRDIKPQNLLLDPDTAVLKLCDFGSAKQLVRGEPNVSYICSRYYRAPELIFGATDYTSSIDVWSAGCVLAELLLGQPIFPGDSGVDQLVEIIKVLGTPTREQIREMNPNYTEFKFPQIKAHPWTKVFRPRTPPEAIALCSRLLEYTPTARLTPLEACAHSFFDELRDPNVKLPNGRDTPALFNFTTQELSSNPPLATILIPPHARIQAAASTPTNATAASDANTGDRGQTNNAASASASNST
#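 Assay system: GST-tagged human GSK3beta kinase, cell-free; Input: 1.6 ng GSK3beta; Medium: Tris/MgCl2 kinase buffer; Timing: 60 min enzyme reaction, room temperature; Signal: ADP-Glo luminescence quantifying ADP generated by kinase; Evaluation: score relative to plate controls; Benchmarks: DMSO neutral wells and GW8510 at 20 µM as positive.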
# aSyn UTR inh: MLPCN primary screen, SNCA 5' untranslated region | alpha-synuclein 5'UTR reporter, inhibitor activity | inhibition, % (tested at 7.5 µM) | hit rate 0.82% among 300,000 | AID 1813; in the data active = inhibition above about 60%;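 also: H4 neuroglioblastoma cells stably carrying SNCA 5'UTR luciferase fusion; 0% = DMSO wells and 100% = positive control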
# KLF5 inhibitor: kruppel-like factor 5 inhibition | DLD-1 KLF5 promoter-luciferase reporter, luminescence | inhibition, % at 5 µM | hit rate 0.23% among 290,000;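 active = inhibition above a per-plate limit of that plate's mean compound inhibition plus 3 SD, cut at about 60% in these data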;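 also: 0% = DMSO wells and 100% = LY294002 at 200 µM; higher means less KLF5 promoter-driven luciferase light; inactives centre near -14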
# GSK3A inh: blocks human GSK-3 alpha kinase. ADP-Glo luminescence, 60 min. inhibition, % at 10 µM. hit rate 0.1% among 320,000. AID 2650;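 in the data active = inhibition above about 50%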;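 also: GST-tagged GSK-3 alpha with peptide substrate and 25 µM ATP; 0% = DMSO neutral wells and 100% = GW8510 positive control wells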
# HSF1 inh: HSF1 inhibition; hit rate 0.77% among 300,000; activity change, negative = inhibition, % at 7.5 µM (by protocol); NIH3T3-HGL HSE-luciferase, MG132-induced, luminescence 8 h; stronger effect = lower value;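 active = more than half of replicate wells show activity change below -50%, luminescence cut by over half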;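 also: luciferase reports HSF-1 transcriptional activity via heat shock element; 0% = median of DMSO wells and -100% = zero luminescence signal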
# HIF act: HIF pathway transcriptional activation; U2OS HRE-luciferase reporter, luminescence; normalized: DMSO 0%, desferrioxamine 100%; activation, % at 7.5 µM (by protocol); hit rate 0.32% among 300,000; AID 1910;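 active = mean activation of at least 10% of the iron chelator positive control signal, with at least half of replicates also reaching 10%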
# HSP90 refold inh: HSP90 refolding inhibition in rabbit reticulocyte lysate. hit rate 0.91% among 290,000. luciferase refolding luminescence, 3 h. AID 1789. inhibition, % at 5.6 µM;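 active = inhibition above the screen-wide mean plus 3 SD, computed separately per campaign, cut at about 16% in these data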;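 also: 0% = DMSO wells and 100% = 60 µM geldanamycin wells; inhibitors lower the luminescence because luciferase stays unfolded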
# IEC-6 cytotox: IEC-6 cytotoxicity, counter-screen for KLF5 inhibitors; luminescence viability; inhibition, % at 5 µM; hit rate 0.78% among 290,000; in the data active = inhibition above about 22%;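 also: 0% = plate median of test compound wells and 100% = cytotoxic reference compound wells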
# AI-2 QS modul: modulators of Vibrio harveyi AI-2 quorum sensing system. AID 2094. hit rate 0.4% among 300,000. activity change, % at 7.5 µM. Vibrio harveyi JMH597 AI-2 luminescence/OD600 ratio, 9 h; stronger effect = lower value; strain lacks LuxN and CqsS sensors; 0 = neutral-control median; in the data active = activity change below about -75%, passing the limit was not always enough;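 also: luminescence divided by OD600 gain over 9 h not by final OD600 alone; inactives centre near 13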
# * hit, by the source's call; · = no result given.
1. Cc1ccc(S(=O)(=O)c2nc(Nc3nccs3)sc2Cl)cc1
2. Cc1ccccc1C(=O)NC(CC(C)C)C(=O)Nc1ccc(F)c([N+](=O)[O-])c1 (stereo unspecified)
3. Cc1ccc(S(=O)(=O)N[C@@H](CC(C)C)C(=O)NCc2ccco2)cc1
4. CC(C)n1c(SCC(=O)N2CCN(C)CC2)nc2c1c(=O)n(C)c(=O)n2C
5. CC(=O)NC(Cc1ccccc1C)C(=O)NC1CCN(C(=O)NCc2ccccc2)CC1 (stereo unspecified)
6. O=C(COC(=O)Cc1ccsc1)NCC12CC3CC(CC(C3)C1)C2
7. CCCCCn1c(=O)c(C(=O)OCC)c(Cl)c2ccccc21
8. CSCCC(NS(=O)(=O)c1ccc(C)cc1)C(=O)N1CCN(C(C)=O)CC1 (stereo unspecified)
9. O=c1c2cc(Cl)ccc2nc(-c2ccccc2)n1O
10. Cc1ccccc1OCCN1CCCC1

screen / no.	1	2	3	4	5	6	7	8	9	10
HSF1 activator	17.3	·	42.8	-11.0	-2.8	-60.8	10.1	4.8	0.4	-15.6
GSK3beta inhib	-8.6	-5.4	1.1	-1.3	3.9	-1.7	2.1	5.4	-2.0	-1.6
aSyn UTR inh	18.2	3.1	-3.3	5.9	7.7	-10.5	92.6*	0.0	-11.4	-4.9
KLF5 inhibitor	-19.3	-9.4	-8.3	-2.8	-14.4	-49.3	-16.0	·	20.5	-14.8
GSK3A inh	-0.5	-1.1	-2.5	-0.3	·	2.9	-3.0	0.7	-2.0	-2.5
HSF1 inh	18.7	·	-0.1	-4.3	-5.4	-49.8	5.8	6.1	-8.9	-7.7
HIF act	-0.8	·	-0.1	0.2	0.2	0.0	0.3	0.0	0.1	-0.5
HSP90 refold inh	2.4	-7.6	4.5	-0.9	0.7	8.8	-1.0	·	3.4	-0.9
IEC-6 cytotox	0.9	7.7	-2.9	6.9	-5.7	0.9	-0.2	·	5.0	-2.0
AI-2 QS modul	19.7	11.2	17.1	11.1	16.0	-1.1	10.8	-1.0	-31.1	18.0

11. COc1ccc2[nH]c(=O)c(CN(CCCN(C)C)C(=O)Nc3ccccc3)cc2c1
12. Cc1cccc(NC(=O)C2CCN(C(=O)NC3CCCCC3)CC2)c1
13. CC1CCCCN1CC(=O)Nc1ccc(N2CCCCCC2)cc1 (stereo unspecified)
14. C/C(=N/O)c1ccc(Oc2cnccn2)cc1
15. CCOC(=O)c1c(NC(=S)NC)sc2c1CCCC2
16. O=[N+]([O-])c1ccc2nc(NS(=O)(=O)c3ccccc3[N+](=O)[O-])sc2c1
17. COc1ccccc1C(=O)Nc1nc(C)cc(C)n1
18. CCOC(=O)c1sc(Nc2nc(C)cc(C)n2)nc1C
19. COc1ccc2cc(C(=O)Nc3ccccc3)sc(=O)c2c1OC
20. O=C1c2ccccc2COc2ccc(O)cc21

screen / no.	11	12	13	14	15	16	17	18	19	20
HSF1 activator	-2.3	-11.6	4.6	11.4	-2.9	18.0	9.0	4.1	41.3	10.5
GSK3beta inhib	-0.1	-0.3	0.9	1.4	-3.8	7.1	-0.2	0.4	1.5	-6.6
aSyn UTR inh	-17.0	22.2	-25.5	-6.4	-8.9	-4.1	7.3	84.1*	-77.6	-8.7
KLF5 inhibitor	-28.5	-12.5	-11.5	2.5	-36.5	4.7	·	23.7	2.1	-19.1
GSK3A inh	2.5	-1.6	-1.3	1.1	-2.7	-3.4	-1.0	-3.0	-1.0	8.0
HSF1 inh	2.1	-6.9	-4.5	-7.3	-0.6	4.7	-8.5	1.3	16.5	6.2
HIF act	-0.5	0.3	-0.1	0.2	0.5	-0.8	0.1	1.9	1.6	-0.3
HSP90 refold inh	0.0	1.6	2.3	-0.9	-1.2	-0.7	·	0.8	2.1	-3.7
IEC-6 cytotox	2.9	-3.2	13.9	1.8	-3.6	5.1	·	2.1	2.9	-7.3
AI-2 QS modul	7.5	20.6	-3.4	47.1	8.9	29.9	11.7	13.7	-5.3	23.3

21. N#C/C(=C\N1CCN(Cc2ccc3c(c2)OCO3)CC1)c1nc2ccccc2s1
22. Cc1nc2ccccc2c2c1C(=O)NC2=O
23. O=C(OCC(=O)N1CCCCCC1)c1ccc(S(=O)(=O)N2CCOCC2)cc1
24. Cc1cccn2c(CN(C)C3CCOC3)c(C(=O)N3CCCCC3)nc12 (stereo unspecified)
25. O=C(O)COc1ccccc1/C=N/NC(=O)CSc1nnc(SCc2ccccc2)s1

screen / no.	21	22	23	24	25
HSF1 activator	18.1	18.3	7.3	-0.9	-12.5
GSK3beta inhib	0.7	-8.6	-0.6	0.5	3.6
aSyn UTR inh	19.1	-5.9	-1.8	-5.0	6.5
KLF5 inhibitor	-2.4	-19.5	12.0	-13.3	10.0
GSK3A inh	-2.8	14.9	-0.6	-1.2	0.1
HSF1 inh	13.4	-0.2	3.1	-4.2	-3.7
HIF act	0.1	-0.3	-0.1	0.2	0.0
HSP90 refold inh	0.7	-0.1	-3.9	-4.1	-1.8
IEC-6 cytotox	-6.2	-1.7	-10.6	-0.2	0.1
AI-2 QS modul	18.6	37.7	11.9	8.1	6.9

# Taken from the listing (eight entries):
14. C/C(=N/O)c1ccc(Oc2cnccn2)cc1
15. CCOC(=O)c1c(NC(=S)NC)sc2c1CCCC2
16. O=[N+]([O-])c1ccc2nc(NS(=O)(=O)c3ccccc3[N+](=O)[O-])sc2c1
17. COc1ccccc1C(=O)Nc1nc(C)cc(C)n1
18. CCOC(=O)c1sc(Nc2nc(C)cc(C)n2)nc1C
19. COc1ccc2cc(C(=O)Nc3ccccc3)sc(=O)c2c1OC
20. O=C1c2ccccc2COc2ccc(O)cc21
21. N#C/C(=C\N1CCN(Cc2ccc3c(c2)OCO3)CC1)c1nc2ccccc2s1

screen / no.	14	15	16	17	18	19	20	21
HSF1 activator	11.4	-2.9	18.0	9.0	4.1	41.3	10.5	18.1
GSK3beta inhib	1.4	-3.8	7.1	-0.2	0.4	1.5	-6.6	0.7
aSyn UTR inh	-6.4	-8.9	-4.1	7.3	84.1*	-77.6	-8.7	19.1
KLF5 inhibitor	2.5	-36.5	4.7	·	23.7	2.1	-19.1	-2.4
GSK3A inh	1.1	-2.7	-3.4	-1.0	-3.0	-1.0	8.0	-2.8
HSF1 inh	-7.3	-0.6	4.7	-8.5	1.3	16.5	6.2	13.4
HIF act	0.2	0.5	-0.8	0.1	1.9	1.6	-0.3	0.1
HSP90 refold inh	-0.9	-1.2	-0.7	·	0.8	2.1	-3.7	0.7
IEC-6 cytotox	1.8	-3.6	5.1	·	2.1	2.9	-7.3	-6.2
AI-2 QS modul	47.1	8.9	29.9	11.7	13.7	-5.3	23.3	18.6

# Bioassay records from PubChem BioAssay.
